Bioassay records (PubChem BioAssay)
NPY Y1 blocker: NPY-Y1 (human) receptor antagonism; P25929; HEK293-CNG Y1 cells, membrane potential fluorescence; NPY at EC95, then isoproterenol; inhibition, % at 3.6 µM; 1% of 200,000 active; AID 1040;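 active = inhibition above the campaign mean inhibition of all tested compounds plus 3 SD, cut at about 20% in these data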;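 also: 0% = DMSO wells given NPY plus isoproterenol and 100% = isoproterenol alone without NPY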
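Test system: HEK293 cells co-expressing NPY Y1 receptor and cyclic-nucleotide gated channel; Also added: NPY (25 nM), isoproterenol (1 µM), Ro 20-1724 (25 µM); Compound dosing: one concentration, 3.6 µM, in 0.4% DMSO; Timing: dye 3 h, compound 60 min room temperature, stimulation 45 min; Technique: Membrane-potential fluorescent dye readout.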
p97 inhibitor: human p97 ATPase inhibition. P55072. inhibition, % at 8 µM. 0.42% of 220,000 active. recombinant p97 ATPase, Kinase-Glo ATP luminescence, 3 h; in the data active = inhibition above about 15%;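 also: 0% = DMSO vehicle and 100% = wells lacking enzyme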
Target sequence (P55072 whole entry, looked up): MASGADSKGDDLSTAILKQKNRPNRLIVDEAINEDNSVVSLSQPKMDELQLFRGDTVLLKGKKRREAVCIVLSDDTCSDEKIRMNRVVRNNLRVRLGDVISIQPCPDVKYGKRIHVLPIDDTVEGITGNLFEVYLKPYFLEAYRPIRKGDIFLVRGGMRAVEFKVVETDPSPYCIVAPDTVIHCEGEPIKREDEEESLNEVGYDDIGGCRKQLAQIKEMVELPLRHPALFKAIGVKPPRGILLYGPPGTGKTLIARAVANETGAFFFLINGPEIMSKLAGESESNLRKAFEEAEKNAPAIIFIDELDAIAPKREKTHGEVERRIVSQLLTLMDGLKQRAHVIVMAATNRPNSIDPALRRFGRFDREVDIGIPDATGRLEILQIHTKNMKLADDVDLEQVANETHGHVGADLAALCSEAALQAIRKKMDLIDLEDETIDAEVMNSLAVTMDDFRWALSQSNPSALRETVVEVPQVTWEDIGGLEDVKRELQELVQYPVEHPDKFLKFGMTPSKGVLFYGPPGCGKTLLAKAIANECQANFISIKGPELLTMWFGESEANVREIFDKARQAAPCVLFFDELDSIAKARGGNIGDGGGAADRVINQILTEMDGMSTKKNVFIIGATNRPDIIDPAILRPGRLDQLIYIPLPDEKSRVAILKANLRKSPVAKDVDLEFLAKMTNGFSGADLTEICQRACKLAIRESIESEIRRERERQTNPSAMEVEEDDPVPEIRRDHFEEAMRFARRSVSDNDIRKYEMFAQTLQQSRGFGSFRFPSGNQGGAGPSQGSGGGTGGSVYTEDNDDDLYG
MDM2 E3 inh: blocks human Mdm2 ubiquitin ligase activity. Q00987. cell-based MDM2 ubiquitination luciferase reporter, 2 h; 0 = plate control, 100 = twice control, blank-subtracted. signal enhancement, % at 5 µM. 0.11% of 210,000 active;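 active = signal enhancement of 30% or more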;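 also: luminescence tracks abundance of the self-degrading MDM2-luciferase fusion protein; higher signal means inhibition of MDM2 E3 ligase activity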
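Material: stable MDM2–luciferase fusion reporter cells / Quantity: 2000 cells/well / Dosing: single 5 µM compound dose, 0.2% final DMSO / Buffer or medium: DMEM / Schedule: 4 h cell settling then 2 h compound exposure, 37 °C / Detection: luminescence with SteadyLite reagent, 15 min at room temperature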
Runt-SMMHC FRET: blocks binding of human RUNX1 Runt domain to CBFb-SMMHC; inhibition, % at 20 µM; Q01196+Q13951; Cerulean-Runt/Venus-CBFb-SMMHC FRET ratio 530/480, 1 h; 0.74% of 220,000 active; AID 1434;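 active = mean inhibition across duplicate retests at 20 µM reaching about 50%, limit read from the data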;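 also: 0% = DMSO wells and 100% = wells with excess untagged CBFb-SMMHC; inhibitors lower the FRET ratio by blocking Runt binding to CBFb-SMMHC; some results filed as inactive read as strong as hits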
NPY-Y1 PAM-ag: potentiates or activates human NPY-Y1 receptor | P25929 | NPY-Y1 expressing cells, potentiator/agonist activation | activation, % at 3.6 µM | 0.37% of 220,000 active | AID 1304; in the data active = activation above about 33%, passing the limit was not always enough;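 also: cells stimulated with NPY at EC10 then isoproterenol at EC100; 0% = low agonist plus stimulus and 100% = saturating agonist plus stimulus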
Hck Nef HTS: inhibitors of human Hck kinase activated by Nef; P08631; Recombinant Hck-YEEI plus Nef, Z-Lyte FRET kinase assay; inhibition, % at 20 µM; 0.68% of 220,000 active; AID 463187;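 active = Hck-Nef kinase inhibition above about 50%, limit read from the data; inactive = inhibition below that limit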;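 also: 0% = DMSO with Hck plus Nef and 100% = Hck alone without Nef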
NPY-Y2 PAM-ag: human NPY-Y2 potentiation or agonism, primary screen; P49146; cells expressing NPY-Y2, potentiator/agonist read-out; activation, % at 3.6 µM; 0.45% of 220,000 active; AID 1359; in the data active = activation above about 27%;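 also: cells stimulated with NPY near EC25 plus isoproterenol at EC100; 0% = vehicle plus submaximal agonist and 100% = vehicle plus saturating agonist; some results beyond the cut were filed as inactive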
RBBP9 inh: inhibitors of human serine hydrolase RBBP9. recombinant RBBP9, FP-Rh probe fluorescence polarization. 0.2% of 220,000 active. inhibition, % at 7.94 µM. O75884;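 active = inhibition above the campaign mean of all tested compounds plus 3 SD, cut at about 14% in these data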;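 also: plate controls were DMSO wells with RBBP9 for no effect and wells lacking RBBP9 protein for full effect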
Target sequence (O75884 whole entry, looked up): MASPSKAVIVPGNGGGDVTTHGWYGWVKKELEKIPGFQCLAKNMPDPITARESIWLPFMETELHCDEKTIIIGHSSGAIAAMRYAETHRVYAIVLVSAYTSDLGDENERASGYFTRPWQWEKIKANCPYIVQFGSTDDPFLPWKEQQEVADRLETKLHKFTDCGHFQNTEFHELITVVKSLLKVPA
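Measured by: FP readout at 525/598 nm; material: recombinant human RBBP9; also added: Serine-hydrolase probe FP-Rh, 375 nM pre-mixing; medium: Tris buffer pH 8.0, NaCl, Pluronic; replication: one well per compound; doses: one concentration, 7.94 µM nominal, 0.794% DMSO; timing: preincubation 30 min plus labeling 45 min at 25 °C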
Runt-CBFb FRET: inhibitors of human RUNX1 Runt domain binding to CBFb; Q01196+Q13951; AID 1496; 0.46% of 220,000 active; Cerulean-Runt/Venus-CBFb FRET ratio 530/480, 1 h; inhibition, % at 20 µM;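 active = inhibition over about 50% at 20 µM in the single-dose screen, limit read from the data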;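 also: 0% = DMSO wells and 100% = excess unlabeled CBFb competitor control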
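Measured by: fluorescence energy transfer, 422 nm excitation, 530/480 nm emission; Assay system: Cerulean-Runt domain; Medium: Tris pH 7.5 buffer with BSA; Measure: loss of energy transfer signal; Controls: 5 µM unlabeled CBFb as full-inhibition high control; Incubation: protein complex preformed 1 h, compound exposure 1 h, room temperature, dark.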
The depositor's hits bear a star; . = no result given.

NPY Y1 blocker,p97 inhibitor,MDM2 E3 inh,Runt-SMMHC FRET,NPY-Y1 PAM-ag,Hck Nef HTS,NPY-Y2 PAM-ag,RBBP9 inh,Runt-CBFb FRET,SMILES
8,0,2,1,1,-15,-4,-2,-2,CCOC(=O)C1(CC2CCCCO2)CCN(Cc2nccn2-c2cccc(C)c2)CC1 (configuration not stated)
4,7,19,-3,0,28,1,-1,-1,CCOC(=O)Nc1ccc2nc3n(c(=O)c2c1)CCCCC3
.,6,-11,0,-11,7,-1,7,1,Cc1cc(NS(=O)(=O)c2ccc(NC(=O)CSc3nc4ncc(Br)cc4[nH]3)cc2)nc(C)n1
0,2,-21,0,21,1,-1,-11,-2,COc1ccccc1NC1=NC(C)(C)N=C(N)N1
-1,1,9,5,4,3,-11,-2,1,COc1cccc(N2CC(C(=O)OC(C)C(=O)c3ccccc3)CC2=O)c1 (configuration not stated)
-3,-4,7,-7,2,7,-13,-9,7,COCCNC(=S)c1ccc(OC)cc1
-1,-2,-62,-71,10,-2,12,-23,35,Nc1c(C(=O)Nc2ccc(Cl)c(Cl)c2)sc2nc(-c3cccnc3)ccc12
2,2,0,-2,-3,5,4,-6,0,CCOC(=O)c1c(N/N=C/c2ccncc2)n[nH]c1C
1,3,-9,4,7,2,17,-9,-2,CCCCOc1ccccc1C1NC(=O)NC(C)=C1C(=O)OCCOCC (configuration not stated)
-2,-4,-7,-1,-2,-1,8,4,1,COCCCNS(=O)(=O)c1ccc2c(c1)CCN2C(C)=O
3,3,-13,-2,-4,-2,14,-6,-1,COc1ccc(NC(=O)N2CCCC2C(=O)Nc2ccc(C)c(Cl)c2)cc1 (configuration not stated)
-1,-8,-1,4,7,0,6,-3,0,O=C(Nc1nc2ccccc2[nH]1)c1ccc(F)cc1
1,-6,-2,9,-6,-3,-2,4,3,CCOC(=O)C1(Cc2ccccc2)CCCN(C2CCN(C(C)=O)CC2)C1 (configuration not stated)
-6,0,-17,-5,12,-2,2,-40,2,CCOc1ccc(NS(=O)(=O)c2cc(NC(=O)CCC(=O)c3cccs3)ccc2Cl)cc1
3,-6,-12,2,-3,13,-1,-6,-2,COCCNC(=S)N(CCc1c(C)[nH]c2ccccc12)Cc1ccco1
.,-36,.,-1,24,22,-10,1,1,Cc1ccc(-c2cc3c(nn2)-c2ccccc2C3=O)cc1
5,1,-14,11,3,4,-5,-7,-1,O=C(NNC1=Nc2cccc3cccc1c23)c1ccccc1Br
-6,6,.,.,19,-1,9,0,.,O=C(/C=C/c1cccs1)c1cc(F)ccc1OC(=O)N1CCOCC1
4,-8,-31,2,-2,23,2,-6,-1,O=C(O/N=C1/CCCc2occc21)c1ccc(F)cc1
3,6,7,-9,-8,22,7,-1,0,CC(C)(SC(=S)N1CCCCCC1)C(=O)O

Part of the list above, limited to Runt-SMMHC FRET.
structure | Runt-SMMHC FRET
O=C(Nc1nc2ccccc2[nH]1)c1ccc(F)cc1 | 4
CCOC(=O)C1(Cc2ccccc2)CCCN(C2CCN(C(C)=O)CC2)C1 (configuration not stated) | 9
CCOc1ccc(NS(=O)(=O)c2cc(NC(=O)CCC(=O)c3cccs3)ccc2Cl)cc1 | -5

More entries.
NPY Y1 blocker,p97 inhibitor,MDM2 E3 inh,Runt-SMMHC FRET,NPY-Y1 PAM-ag,Hck Nef HTS,NPY-Y2 PAM-ag,RBBP9 inh,Runt-CBFb FRET,SMILES
4,1,-1,-4,-6,23,-16,-10,0,O=C(Nc1ccccc1)c1ccccc1OCc1ccc(S(=O)(=O)N2CCOCC2)cc1
0,-6,-49,27,3,-55,-2,2,64*,Cc1ncoc1C(=O)Nc1ncc([N+](=O)[O-])s1
-8,-2,-11,-8,-5,0,12,-6,-10,CC(C)c1ccc(/C=N/NC(=O)CN(c2cccc(Cl)c2Cl)S(C)(=O)=O)cc1
4,0,-3,-2,-20,0,-2,-5,2,COc1ccc(CCN2C(=O)CCC2(C)C(=O)NCc2cccnc2)cc1OC (configuration not stated)
-1,1,-5,-4,-10,24,-4,-6,0,CCOC(=O)n1c(=O)n(C)c2ccc(Cl)cc21
3,-4,-7,3,1,0,-6,-10,2,COc1ccccc1N1CCN(C(=O)c2cn(-c3ccccc3)nc2-c2cccnc2)CC1
2,6,-1,-1,9,13,-14,-1,0,COc1ccc(/C=C/C(=O)Nc2ccccc2)cc1OC
-3,-2,-2,0,-9,6,-3,-4,-1,CC(C)NC(=O)c1ccc2c(c1)nnn2C
.,3,.,0,2,26,-8,4,-1,COc1ccc2c(c1)CCCN2C(N)=Nc1ccc(Cl)cc1
-9,0,-9,-4,33*,2,27,0,1,CCOC(=O)Cn1c(=O)oc2cc(S(=O)(=O)NCc3cccs3)ccc21
7,2,.,-2,-8,-1,-5,-9,-1,Brc1ccc(-c2nnc3sc(CNC4CCCC4)cn23)cc1
5,0,4,-6,7,1,-16,-10,-3,O=C(CSc1nc2ccccc2[nH]1)N1CCN(C(=O)c2ccco2)CC1
2,3,-2,-2,-5,-1,16,-7,2,Cc1c(Br)c([N+](=O)[O-])nn1CC(=O)Nc1c(C)n(C)n(-c2ccccc2)c1=O
7,-3,-8,-2,-27,20,-20,-2,-3,Cc1ccc(CNC(=O)c2cc(COc3c(F)cccc3F)on2)s1
-3,1,0,0,24,-4,10,-4,0,O=C(COC(=O)/C=C/c1ccccc1[N+](=O)[O-])NC1CC1
.,1,-4,5,1,14,2,-7,4,COc1cc(OC)c(/C=N/NC(=O)c2ccc(Cn3nc([N+](=O)[O-])cc3C)cc2)c(OC)c1
.,-3,-14,-2,3,7,-11,1,-3,CCCCN(C(=O)CSc1nnc(-c2ccco2)o1)c1c(N)n(Cc2ccccc2)c(=O)[nH]c1=O
.,4,-7,2,23,14,13,-4,1,O=C1NCCCC1C(=O)N/N=C/c1cccc([N+](=O)[O-])c1 (configuration not stated)
-6,0,-9,1,-9,3,1,-11,-1,CSc1ccc(S(=O)(=O)NC(C)c2ccccc2)cc1 (configuration not stated)
-1,-3,-5,1,-2,-2,5,-6,2,CCOC(=O)c1nn(-c2ccc(C)cc2)cc1O
-4,0,-1,-3,-18,8,-8,-8,-1,c1ccc(SCc2cc(-c3ccccc3)no2)cc1
2,4,-17,0,2,16,-2,3,0,CCCC/C(O)=C1\C(=O)CC(C)(C)CC1=NCCCCCC(=O)O
4,4,-9,-11,20,3,16,-7,0,CC(=O)Nc1ccc(-c2cc(-c3ccc(NC(C)=O)cc3)nc(-c3ccccc3)n2)cc1
-2,4,-11,-2,7,19,0,-7,-2,Cc1ccc(NC(=O)C2CCN(c3nc(C)cc(C)n3)CC2)cc1
2,7,-6,4,0,2,19,-5,-2,Cc1ccc(-n2c(CSc3nc(C)cc(C)n3)nnc2SCC(=O)N2CCCC2)cc1
-6,6,.,-21,-1,-1,4,-5,-4,Cc1cc2cc(CNC(=O)c3ccc4c(c3)OCO4)ccc2[nH]1
5,5,-5,7,-13,1,9,-9,0,CC1(C)CC(C2N3CC4(C)CN2CC(C)(C3)C4=O)CCO1 (configuration not stated)
8,-4,0,0,-29,8,-16,-13,-4,CCOC(=O)c1c(-c2cccs2)csc1NC(C)=O
2,0,-2,1,5,5,-1,-5,0,FC(F)(F)c1cc(-c2ccco2)nc2ncnn12
0,6,-9,-4,21,27,6,-1,0,Nc1ncnc(Nc2cccc(Cl)c2Cl)n1
9,0,-11,2,9,1,11,0,1,O=C1c2ccccc2C(Nc2ccc(F)c(Cl)c2)N1c1ccccn1 (configuration not stated)
18,0,-10,-2,-20,-1,-6,1,1,Fc1ccc(C(c2nnnn2Cc2cccs2)N2CCN(C3CCCCC3)CC2)cc1 (configuration not stated)
0,3,0,1,1,4,5,-5,4,NC1=C([N+](=O)[O-])C(c2ccccc2)C2=C(CCCC2=O)O1 (configuration not stated)
6,-2,.,0,-8,-17,10,-4,0,O=C(Nc1ccc2c(c1)OCCO2)c1cnccn1
4,0,-14,-2,5,16,7,-1,-1,COc1ccccc1-c1cn(C(C)(C)C)nc1C
-2,4,-7,-1,-14,4,12,3,0,Brc1cc2c(cc1/C=N/Nc1nc(N3CCOCC3)nc(N3CCOCC3)n1)OCO2
-3,-7,-88,-17,-4,62*,-10,-8,.,Cn1cc(/C=C(\C#N)C(=O)Nc2cccc([N+](=O)[O-])c2)c2ccccc21
4,-1,-14,1,24,8,1,3,-2,O=C1CC(N2CCN(c3ccc(F)cc3)CC2)C(=O)N1Cc1cccs1 (configuration not stated)
-4,-8,-4,2,6,-1,-18,-9,-3,CC1CN(CCC(=O)Nc2ccc3c(c2)CCC3)CC(C)O1 (configuration not stated)
.,6,-2,-2,22,22,-6,-1,0,O=C1NCCC/C1=N\Nc1ccc(Br)cc1
-4,5,-24,5,-6,3,-1,3,-1,COc1cccc(OC)c1C(=O)NNC(=O)c1ccc(F)cc1
5,2,-48,3,-17,-1,-18,-6,0,Cc1ccc(-c2nc(C)c(C(=O)O)s2)cc1
5,-5,-4,70,-11,-2,-11,-16,36,c1ccc(C[n+]2csc3ccccc32)cc1
0,2,-7,5,-1,12,2,-7,5,COc1ccc(/C=C/C(=O)NC(=S)NNC(=O)Cc2cccs2)cc1
-1,2,3,-4,3,-1,-1,2,-3,O=C(Nc1cc(C(F)(F)F)ccc1N1CCOCC1)c1cncc(Br)c1
.,7,-9,-3,2,4,-5,10,1,Cc1c(NC(=S)N/N=C/C=C/c2ccccc2)c(=O)n(-c2ccccc2)n1C
-3,6,-24,1,2,3,1,-5,-1,CCn1c(=O)[nH]c2cc(C(=O)N3CCN(c4ccccc4)CC3)ccc2c1=O
.,6,-6,-2,9,20,-9,-2,1,COc1ccccc1C(c1c(N)n(C)c(=O)n(C)c1=O)C(C)[N+](=O)[O-] (configuration not stated)
2,0,0,3,-9,13,-5,1,0,CC(C(=O)Nc1ccccc1C(=O)O)n1c(C(F)(F)F)nc2ccccc21 (configuration not stated)
3,-10,-1,1,-8,0,0,-13,-1,O=C(Oc1ccc(Cl)c2ccccc12)N1CCCCC1
0,2,-5,2,0,1,3,-4,-2,CCCCCNC(=O)CCc1ccccc1
11,0,4,-1,0,11,-26,-1,-2,COc1ccc(C)cc1NC(=S)NC(C)c1ccc(OC)c(OC)c1 (configuration not stated)
